Hsp70 displacement: Hsp70 inhibitors, probe displacement, primary screen, biochemical, fluorescence polarization (AID 583); displacement, % at 20 µM, or IC50 in µM where a hit was titrated; 140,000 tested, 0.06% active; Hsp70 fluorescence polarization probe displacement, mP; higher % means a stronger effect; in the data active = displacement above about 50%;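 also: plate controls were vehicle for no effect and reference ligand for full effect; a part of the inactive calls stands beside numbers as strong as those of hits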
MKP-3 inhibition: inhibition of rat DUSP6 enzyme activity – biochemical, in vitro, primary screen (AID 425); recombinant MKP-3 phosphatase activity, fluorescence; higher % means a stronger effect; inhibition, % at 20 µM, or IC50 in µM where a hit was titrated; 110,000 tested, 0.17% active; in the data active = inhibition above about 50%;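 also: plate controls were vehicle for no effect and reference inhibitor for full effect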
* hit, by the source's call; · = not tested or not shown; & = joins results of further samples. Some of the compounds tested (hit frequency here may not be typical).

Hsp70 displacement	MKP-3 inhibition	mol
-4.2%	3%	CCOC(=O)Cn1nnnc1C(C(C)C)N(Cc1cc2c(C)cc(C)cc2[nH]c1=O)C1CCCC1 (stereo not drawn)
8.8%	-4%	COc1ccc(CN2CCNC(=O)C2CC(=O)O)cc1OC (stereo not drawn)
3.4%	0%	COc1cccc(NC(=O)C(=O)N/N=C/c2ccc3c(c2)OCO3)c1
4.8%	-1%	O=C(O)CC(NS(=O)(=O)c1cc(Cl)ccc1Cl)c1ccccc1 (stereo not drawn)
4.2%	2%	CC(=O)C(C)Oc1cc2oc(=O)cc(-c3ccccc3)c2cc1Cl (stereo not drawn)
0.2%	-10%	O=c1c2ccccc2nc2n1CCCS2
2.5%	2%	CCOC(=O)c1c(-c2ccccc2)oc2ccc(OCC(=O)C(C)(C)C)cc12
-0.8%	-3%	CCCCC1CCC(C(=O)Nc2c(C)n(C)n(-c3ccccc3)c2=O)CC1 (stereo not drawn)
4.8%	1%	COc1ccc(N2C(=O)c3ccccc3NC2c2ccccc2)cc1 (stereo not drawn)
-55%	-4%	Cc1ccc(C2C(C#N)=C(N)SC(N)=C2C#N)cc1
·	0%	CC(=O)N1CCc2cc(S(=O)(=O)N3CCOCC3)ccc21
0.1%	-5%	O=C(/C=N/O)Nc1ccccc1C(=O)O
1.4%	2%	COc1ccc(CC(=O)Nc2ccc(N3CCN(c4ccc(OC)cc4)CC3)c(C#N)c2)cc1
-4.2%	4%	CCOc1ccccc1N(CC(=O)NCCCOC)S(=O)(=O)c1ccccc1
2.7%	-2%	CN(C)c1ccc(/C=N/NC(=O)c2ccc(O)cc2O)cc1Br
0.1%	-13%	COc1ccc(CCn2c(C)cc(C(=O)CSc3nnnn3C)c2C)cc1
5.3%	2%	CCS(=O)(=O)Nc1ccc(C(=O)CC2(O)C(=O)Nc3ccc(Br)cc32)cc1 (stereo not drawn)
-4.4%	-10%	CN(CC(=O)Nc1nccs1)S(=O)(=O)c1ccc(F)cc1
-5.2%	0%	COC(=O)C1=C(C)N(C)C(=O)NC1c1cc2c(cc1[N+](=O)[O-])OCO2 (stereo not drawn)
-4.0%	4%	CCOC(=O)N1CCN(C(=O)c2ccc(C#Cc3ccccc3)cc2)CC1
-7.2%	4%	COc1ccc(-c2cn3c(C)c(C(=O)N4CCN(c5ccccc5F)CC4)sc3n2)cc1
13%	-12%	COc1cccc(NC(=O)Cn2c(-c3cncs3)nc3ccccc32)c1
5.8%	-13%	C=CCSc1nnc2nc3c(nn12)c1cc(C)ccc1n3CC=C
7.2%	6%	CCN(CC)C(=O)CSc1ncnc2c1nnn2-c1ccc(F)cc1
2.0%	-1%	N/C(=N\N=C\c1ccc(O)c(O)c1)c1nonc1N

Later entries.
Hsp70 displacement	MKP-3 inhibition	mol
3.4%	-2%	Cc1ccc(Nc2nc(CSc3nnnn3C)cs2)cc1
-5.5%	-2%	Cc1nc2nc(-c3ccccc3)nn2c(C)c1Cl
3.3%	0%	Cc1cc(S(=O)(=O)NCC(C)C)ccc1OCC(=O)N1CCOCC1
3.0%	8%	O=C1CC(c2ccccc2)CC2=C1C(c1cccs1)Nc1ccc(C(=O)c3ccccc3)cc1N2 (stereo not drawn)
12%	7%	CCc1cc2c(=O)c(-c3ccc4c(c3)OCCO4)coc2cc1OC(=O)c1ccco1
-5.4%&2.7%	-8%&3%	O=C(NCc1ccccc1)c1ccc(OC2CSC2)cc1
3.0%	0%	COc1ccc(-c2nc(CS(=O)CC(=O)N3CCCC3)c(C)o2)cc1 (stereo not drawn)
-1.8%	-4%	CCOC(=O)CSC1=Nc2ccccc2C2=NC(CC(=O)NCc3ccccc3)C(=O)N12 (stereo not drawn)
6.2%	2%	O=C(Nc1ccc(NC(=O)C2CC2)cn1)c1ccccc1Cl
1.1%&-0.2%	2%&-1%	N/C(=N\S(=O)(=O)c1ccccc1)c1ccccc1
0.7%	8%	COc1cccc(NC(=O)Cn2nnc(-c3ccccc3N)n2)c1
-2.2%	·	CN1CCN(S(=O)(=O)c2ccc(NC(=O)C(C)(C)C)cc2)CC1
2.2%	-3%	CCOc1ccccc1-n1c(SCC(=O)NC(C)CC)nnc1-c1ccoc1C (stereo not drawn)
0.2%	-9%	COc1ccc(-c2nnc(SCC(=O)Nc3cccc(Cl)c3)o2)cc1
-0.9%	-12%	COc1cc(C2NC(=O)NC(C)=C2C(=O)OC(C)(C)C)ccc1OCC(=O)O (stereo not drawn)
-1.6%	-2%	COC(=O)c1ccc(OC(=O)c2ccco2)cc1
2.8%	-2%	COc1ccccc1OCCn1c(C(C)O)nc2ccccc21 (stereo not drawn)
-2.0%	8%	Clc1ccc(CSc2nnc(-c3ccncc3)o2)cc1
·	-3%	CC1CCCN(c2ncnc3c2cnn3-c2ccccc2)C1 (stereo not drawn)
-35%	6%	CCOc1ccc(-c2nnc3sc(-c4ccccc4OC)nn23)cc1
0.1%&1.7%	-16%&4%	Cc1cc(C)n(CC(=O)n2c3ccccc3c3ccccc32)n1
0.7%	8%	COC(=O)c1cc(=O)n(C2CC2)c(=NC2CC2)s1
2.1%	0%	COc1ccc(C(=O)NCc2cccnc2)c(OC)c1
3.3%	-8%	CCCCNC(=O)c1ccc(CS(=O)(=O)c2ccc(OC)cc2)o1
-0.5%	4%	CCCCSc1nnc([C@@H]2CCCN2C(=O)OC(C)(C)C)o1

The list goes on.
Hsp70 displacement	MKP-3 inhibition	mol
4.2%	6%	CNC(=S)NCC12CC3CC(CC(C3)C1)C2
0.0%	·	O=C(O)CCC(=O)Nc1ccc(OCC(=O)O)cc1
0.0%	4%	CC(C)n1c(=S)[nH]c2c1c(=O)n(C)c(=O)n2C
1.5%	-1%	O=C1c2ccccc2NC2CCCCC12 (stereo not drawn)
-5.4%	4%	CCOC(=O)/C=C(\C)Nc1cc(-c2ccc(Cl)cc2)[nH]n1
-1.1%	0%	CN(c1nnc(N)s1)C1CCCCC1
3.0%	-4%	CCOc1ccc(S(=O)(=O)Nc2ccccc2C(=O)Nc2ccccc2N2CCOCC2)cc1
-1.0%	-2%	NC(=O)N1c2ccccc2C=Cc2ccccc21
2.2%	3%	Cc1cc(C(=O)CSc2nnnn2C)c(C)n1CCc1ccc(Cl)cc1
1.1%	-1%	CCOC(=O)c1c(NC(=O)c2ccc(Br)cc2)sc(C(=O)N(CC)CC)c1C
-7.1%	-8%	Nc1nonc1-c1nc2ccccc2n1CC(=O)NC1CCCC1
-1.9%	·	Cc1n[nH]c(C)c1S(=O)(=O)N1CCCC(C(=O)NCc2ccccc2Cl)C1 (stereo not drawn)
0.8%	-13%	COc1ccc(C(C#N)N2CCCCC2)cc1OC (stereo not drawn)
0.1%	·	CCOC(=O)c1cnc(SCC(=O)Nc2ccccc2C(=O)OC)nc1N
-3.9%	6%	CCCCN(CCCC)CCn1cnc2c([nH]c3ccc(OC)cc32)c1=O
-1.6%	-13%	CC(=O)OC(C(=O)Nc1ccccc1)C(C)S(=O)(=O)c1ccccc1 (stereo not drawn)
-0.8%	4%	COc1cccc(C(=O)NC(NC(=S)Nc2ccc(Cl)cc2Cl)C(Cl)(Cl)Cl)c1 (stereo not drawn)
-0.3%	·	O=C(CN1CCN(c2ncccn2)CC1)N1CCCc2c1c(=O)oc1ccc(O)cc21
-0.5%	-6%	COc1ccccc1/C=N/N=C1/NC(=O)C(CC(=O)Nc2cccc(C(C)=O)c2)S1 (stereo not drawn)
0.3%	·	O=C1C2C3C=CC(C3)C2C(=O)N1Cc1ccc(CN2C(=O)C3C4C=CC(C4)C3C2=O)cc1 (stereo not drawn)
0.1%&4.8%	5%	CCN(CC)S(=O)(=O)c1ccc(-c2ccc(S(=O)(=O)N(CC)CC)cc2)cc1
2.9%	0%	CCOC(=O)c1cc2nc(-c3ccc(OC)cc3)cc(C(F)(F)F)n2n1
-2.1%	4%	COc1ccc(C)cc1NC(=O)c1ccc([N+](=O)[O-])c(C)c1
-2.4%	-16%	COc1ccc(NC(=O)c2cc3ccccc3o2)cc1
-2.0%	2%	COc1ccc(-n2nc3cc(C)c(NC(=O)c4cccc5ccccc45)cc3n2)cc1

A section from the list above, for reference:
Hsp70 displacement	MKP-3 inhibition	mol
2.2%	3%	Cc1cc(C(=O)CSc2nnnn2C)c(C)n1CCc1ccc(Cl)cc1
1.1%	-1%	CCOC(=O)c1c(NC(=O)c2ccc(Br)cc2)sc(C(=O)N(CC)CC)c1C
-7.1%	-8%	Nc1nonc1-c1nc2ccccc2n1CC(=O)NC1CCCC1
-1.9%	·	Cc1n[nH]c(C)c1S(=O)(=O)N1CCCC(C(=O)NCc2ccccc2Cl)C1 (stereo not drawn)
0.8%	-13%	COc1ccc(C(C#N)N2CCCCC2)cc1OC (stereo not drawn)
0.1%	·	CCOC(=O)c1cnc(SCC(=O)Nc2ccccc2C(=O)OC)nc1N
-3.9%	6%	CCCCN(CCCC)CCn1cnc2c([nH]c3ccc(OC)cc32)c1=O
-1.6%	-13%	CC(=O)OC(C(=O)Nc1ccccc1)C(C)S(=O)(=O)c1ccccc1 (stereo not drawn)
-0.8%	4%	COc1cccc(C(=O)NC(NC(=S)Nc2ccc(Cl)cc2Cl)C(Cl)(Cl)Cl)c1 (stereo not drawn)
-0.3%	·	O=C(CN1CCN(c2ncccn2)CC1)N1CCCc2c1c(=O)oc1ccc(O)cc21
-0.5%	-6%	COc1ccccc1/C=N/N=C1/NC(=O)C(CC(=O)Nc2cccc(C(C)=O)c2)S1 (stereo not drawn)
0.3%	·	O=C1C2C3C=CC(C3)C2C(=O)N1Cc1ccc(CN2C(=O)C3C4C=CC(C4)C3C2=O)cc1 (stereo not drawn)
0.1%&4.8%	5%	CCN(CC)S(=O)(=O)c1ccc(-c2ccc(S(=O)(=O)N(CC)CC)cc2)cc1
2.9%	0%	CCOC(=O)c1cc2nc(-c3ccc(OC)cc3)cc(C(F)(F)F)n2n1
-2.1%	4%	COc1ccc(C)cc1NC(=O)c1ccc([N+](=O)[O-])c(C)c1

(continued)
Hsp70 displacement	MKP-3 inhibition	mol
-2.5%	2%	O=C(NCc1ccc2c(c1)OCO2)c1ccc(S(=O)(=O)N2CCCC2)cc1
-1.6%	-6%	Cc1ccc(C(=O)CSc2nc(N)cc(=O)[nH]2)cc1
6.6%	19%	COc1ccc(/C=N/Nc2nnc(-c3ccccc3)c(-c3ccccc3)n2)c(OC)c1
-7.9%	·	COc1ccc(CCNC2CC(=O)N(C)C2=O)cc1OC (stereo not drawn)
-2.5%	-2%	O=C(NC(Cc1ccccc1)C(=O)Nc1ccccc1)OCc1ccccc1 (stereo not drawn)
57%*	3%	O=C(O)CCCCCCCCCCN1C(=O)/C(=C/c2cccc(Br)c2)SC1=S
11%	-17%	Cn1c(=O)c2cn3ncccc3c2n(C)c1=O
-3.1%	-6%	Cc1cnc(C(=O)OCC(=O)N2CCN(C(=O)c3ccco3)CC2)cn1
3.7%	·	Cc1cc(N2CCc3ccccc32)n2ncnc2n1
5.0%	-11%	O=C(Cn1nnc(-c2ccccc2)n1)OCc1ccccc1
-29%	-2%	Cc1sc2nc(CSc3nc4ccccc4c(=O)n3CCCN3CCOCC3)[nH]c(=O)c2c1C
2.5%	·	Cn1c(=O)c(-c2cc(Br)ccc2N)nc2ccccc21
-1.2%	7%	O=C(NCCc1cn2ccccc2n1)c1ccccc1F
-0.7%	3%	COc1cc(/C=C2\C(=O)NC(=O)N(c3ccc(C)cc3)C2=O)cc(Cl)c1O
3.7%	3%	CCOC(=O)C(=CNc1ccc(C)c(C)c1)C(=O)OCC
5.6%	-4%	O=C1c2ccccc2C(O)N1c1ccc(Cl)cc1 (stereo not drawn)
2.1%	3%	COc1ccc(CC(=O)N2CCN(c3cccc(Cl)c3)CC2)cc1OC
-14%	-4%	O=C(Cc1ccccc1)Nc1ccc2oc(-c3cccnc3)nc2c1
15%	-1%	CC1CCCCC1NC(=O)CN(C)S(=O)(=O)c1cccc2nsnc12 (stereo not drawn)
-0.6%	3%	COCCCNC(=O)CN(c1ccc(Cl)c(C(F)(F)F)c1)S(=O)(=O)c1ccccc1
2.2%	-16%	CCOP(=O)(c1ccccc1Cl)C1(O)CCCCC1 (stereo not drawn)
0.6%	4%	CCc1ccccc1NC(=O)C(=O)NCCCO
2.9%	·	COCCN(C(=O)c1ccco1)c1nnc(-c2ccc(OC)cc2)s1
4.4%	1%	O=C1c2ccccc2C(=O)N1c1nc2nccc(-c3ccccc3)n2n1
2.9%	-5%	Cc1ccc(-c2noc(COc3cccc(C)c3)n2)cc1

Whole records, quoted from the list. Values in the order: Hsp70 displacement | MKP-3 inhibition
O=C(Cn1nnc(-c2ccccc2)n1)OCc1ccccc1 reads 5.0% | -11%
COc1ccc(/C=N/Nc2nnc(-c3ccccc3)c(-c3ccccc3)n2)c(OC)c1 reads 6.6% | 19%

(listing goes on)
Hsp70 displacement	MKP-3 inhibition	mol
-2.7%	·	CCOC(=O)C1CCCN(C(=O)c2cc3nc(-c4ccc5c(c4)OCO5)cc(C(F)(F)F)n3n2)C1 (stereo not drawn)
0.6%	3%	O=C(Nc1ccccc1C(=O)NC(Cc1c[nH]c2ccccc12)C(=O)O)c1ccccc1 (stereo not drawn)
6.2%	-15%	O=C1C2C3C=CC(C3)C2C(=O)N1CN(Cc1ccccc1)CN1C(=O)C2C3C=CC(C3)C2C1=O (stereo not drawn)
-1.3%	-18%	COc1ccc(-c2cc(C(=O)OCC(=O)N3CCCC3)c3ccccc3n2)cc1
0.1%	4%	CCOc1ccc(C(=O)Nc2cc(Cl)cc(Cl)c2)cc1[N+](=O)[O-]
1.9%	-2%	CC1=CC=CN2CC(O)CN=C12 (stereo not drawn)
-71%	-1%	COc1ccc(/C=C/C(=O)/C=C/c2ccc(N(C)C)cc2)cc1
2.0%	-6%	CCCC1(C(=O)OC)NC(c2cc(OC)c(OC)c(OC)c2)C2C(=O)N(CC)C(=O)C21 (stereo not drawn)
